HIF-2a block – HIF-2a reporter inhibitors, primary screen, luminescence, 786-0 RCC cells | hit rate 0.72% among 360,000 | 786-0 RCC cells HIF-2a reporter, luciferase luminescence, overnight | inhibition, % at 18.8 µM | AID 624352, 2012;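 active means inhibition of the luminescence signal of 40% or more relative to plate controls, in a single-dose primary screen at 18.75 µM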
MITF TRPM1 inh – inhibitors of MITF-dependent TRPM1 promoter reporter, primary screen, cell-based, SK-MEL-5, single point, luciferase. SK-MEL-5 TRPM1 promoter luciferase, 24 h. inhibition, % at 12.5 µM. hit rate 0.83% among 330,000. AID 488899, 2010;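 active means mean inhibition across replicates of 60% or more, whatever share of single replicates reaches that level; inconclusive means some that reach 60%, reason not given; inactive means mean inhibition across replicates below 60%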; further: values of inactives mirror those of a sister screen read the other way
NR2E3 ag-1 – inhibitors of NR2E3-RetCOR corepressor binding, primary screen, NR2E3 agonist project, biochemical, TR-FRET, GST-NR2E3, biotin-RetCOR; Photoreceptor-specific nuclear receptor (Homo sapiens), Q9Y5X4; 1536-well; inhibition of corepressor binding, % at 4.78 µM; hit rate 0.12% among 320,000; AID 2300, 2010;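 active means percent inhibition above the cutoff of mean plus 3 SD of all tested compounds, set per screening campaign, cut at about 20% in these data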;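 further: 0% = DMSO wells and 100% = biotin wells as full block of FRET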
Target sequence (Q9Y5X4 whole entry, looked up): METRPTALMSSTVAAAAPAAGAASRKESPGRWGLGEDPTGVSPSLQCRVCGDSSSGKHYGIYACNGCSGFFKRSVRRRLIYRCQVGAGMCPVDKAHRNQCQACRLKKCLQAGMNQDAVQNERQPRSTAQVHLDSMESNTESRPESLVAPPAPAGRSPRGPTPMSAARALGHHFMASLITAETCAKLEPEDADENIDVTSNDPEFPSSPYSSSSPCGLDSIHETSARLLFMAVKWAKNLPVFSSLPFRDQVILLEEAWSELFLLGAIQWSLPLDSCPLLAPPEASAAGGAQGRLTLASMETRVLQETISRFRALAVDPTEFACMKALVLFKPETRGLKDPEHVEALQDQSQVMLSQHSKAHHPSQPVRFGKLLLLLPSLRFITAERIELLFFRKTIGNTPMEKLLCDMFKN
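System: GST-tagged NR2E3 plus biotinylated RetCOR corepressor; Buffer or medium: pH 7.5 Tris-based buffer; Probe or stimulus: RetCOR corepressor, biotinylated, 7 nM; Doses: compound at 4.8 µM, single dose; Schedule: 5 h incubation at 4 °C; Technique: time-resolved FRET; Evaluation: percent inhibition of TR-FRET ratio; Replication: one well per compound, singlicate testing.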
CF NFkB block – inhibitors of PAF-induced NF-kB signaling, primary screen, cell-based, GFP fluorescence, uHTS | KKLEB NF-kB-GFP reporter, GFP fluorescence overnight | inhibition, % at 5 µM | hit rate 0.86% among 360,000;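 active means at least 50% inhibition at 5 µM, scaled per plate between neutral and stimulator controls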;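 further: PAF is a Pseudomonas aeruginosa culture filtrate used as stimulus; plate controls were PAF-stimulated DMSO wells for no effect and unstimulated DMSO wells for full effect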
PDI turbidity – inhibitors of human PDI, primary screen, biochemical, turbidity, single point, plate reader; PDI insulin aggregation turbidity, A650, 90 min; AID 588391, 2011; hit rate 0.052% among 350,000; inhibition, % at 10 µM;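 active means mean inhibition across replicates of 30% or more, whatever share of single replicates reach that level; inconclusive means mean inhibition below 30% while every single replicate reaches 30%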;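 further: absorbance from insulin aggregation driven by PDI reduction with DTT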
Target sequence (P07237 whole entry, looked up): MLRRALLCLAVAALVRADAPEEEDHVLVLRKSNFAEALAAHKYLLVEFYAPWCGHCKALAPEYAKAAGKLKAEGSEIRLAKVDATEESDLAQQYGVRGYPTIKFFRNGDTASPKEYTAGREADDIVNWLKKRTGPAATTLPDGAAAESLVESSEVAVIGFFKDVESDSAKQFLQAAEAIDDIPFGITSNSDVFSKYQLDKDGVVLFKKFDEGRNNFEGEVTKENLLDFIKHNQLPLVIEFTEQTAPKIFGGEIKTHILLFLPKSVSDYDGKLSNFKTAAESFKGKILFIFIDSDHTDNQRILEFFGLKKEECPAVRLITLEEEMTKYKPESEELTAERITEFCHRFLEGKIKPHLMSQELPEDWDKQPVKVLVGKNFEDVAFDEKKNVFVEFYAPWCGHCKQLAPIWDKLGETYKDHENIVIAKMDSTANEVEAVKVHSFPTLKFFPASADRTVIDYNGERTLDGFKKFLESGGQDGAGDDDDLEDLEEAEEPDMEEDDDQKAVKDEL
KKLEB tox – cytotoxicity in KKLEB CF airway cells, primary screen, cytotoxicity control for CF NF-kB inhibitor project, cell-based, uHTS, fluorescence assay plates | KKLEB CF airway cells viability, ATPlite luminescence, overnight; stronger effect = lower value; cells stimulated with P. aeruginosa culture filtrate | activity change (cytotoxicity), % at 5 µM | hit rate 0.36% among 360,000;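 active means corrected activity change at or below -50% at 5 µM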
CaV13 FRET inh – Primary screen for inhibitors of IQ motif and Ca2+-dependent inactivation inhibitor domain binding in CACNA1D, Förster resonance energy transfer in living cells, … | HEK cells, CFP/YFP FRET ICDI-IQ, plate reader, 10 min; percent FRET-ratio fall versus neutral wells | inhibition, % at 12.3 µM | hit rate 0.098% among 340,000 | AID 743397;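 active means mean replicate inhibition of at least 30% and at least 1% of replicates passing that level; inconclusive means only one of the two criteria is met; inactive means neither criterion is met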;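 further: 0% = median of the neutral control wells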
NR2E3 ag-2 – NR2E3 agonists in two-hybrid cells, primary screen, cell-based, luminescence, CHO-S, Gal4-NCOR/VP16-NR2E3. luciferase. inhibition of corepressor binding, % at 3.98 µM. hit rate 0.35% among 360,000. AID 602229, 2012;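 active means inhibition above the mean of all tested compounds plus 3 SD, cut at about 70% in these data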;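 further: 0% = DMSO with NR2E3 transfected cells and 100% = cells lacking NR2E3 construct; higher means lower luciferase signal from less NR2E3 corepressor binding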
Shn3 3UTR inh – reduction of Shn3 3'UTR firefly luciferase signal, primary screen, Schnurri-3 inhibitor project, cell-based, Clone20 osteoblasts, set 2. AID 588674, 2011. hit rate 0.52% among 360,000. inhibition, % at 12.5 µM. Clone20 osteoblast Shn3 3'UTR firefly luciferase, 24 h;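 active means mean inhibition of at least 75% with every replicate also reaching 75%; inconclusive means mean inhibition at least 75% but some replicate below; inactive means mean inhibition below 75%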;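 further: 0% = median of neutral control wells and 100% = pilot-screen positive control compound; some compounds past the cut are filed as inactive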
Peg3 promoter – Peg3 promoter-driven luciferase inhibitors, primary screen, cell-based, HeLa, luciferase luminescence | hit rate 1.7% among 360,000 | HeLa PEG-Prom luciferase reporter, overnight | AID 588405, 2011 | inhibition, % at 20 µM;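 active means inhibition of at least 50% at 20 µM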
Vif inh – HIV Vif self-association inhibitors, primary screen, imaging, HEK293T, single point. HEK293T cells, Vif self-association by quenched fluorescence, 24 h. inhibition, % at 7.49 µM. hit rate 0.35% among 340,000. AID 602346, 2012; in the data active means inhibition above about 50%, passing the limit was not always enough; inconclusive means no clear call, values can overlap the other calls; inactive means below about 31%; further: some results filed as inactive read as strong as hits
* marks the source's active call; other numbers are inactive results; ? = inconclusive; / = no result given.

compound,HIF-2a block,MITF TRPM1 inh,NR2E3 ag-1,CF NFkB block,PDI turbidity,KKLEB tox,CaV13 FRET inh,NR2E3 ag-2,Shn3 3UTR inh,Peg3 promoter,Vif inh
COc1ccc(C(=O)NCc2nnc(SCC(=O)N3CCCC3)o2)cc1OC,5,-10,-1,-1,-4,12,/,-30,2,-6,2
O=C(Nc1cccc(-c2nc3cccnc3s2)c1)c1ccc(Cl)nc1,-43,9,-261,-25,1,-2,-3,-49,-69,-60,-3
O=C(OCN1C(=O)c2ccccc2C1=O)c1cccc(OC(F)F)c1,-2,5,2,-14,-46,-1,-4,1,-7,13,1
N#CCCCSc1ncccc1-c1nc2ccccc2[nH]1,-38,34,2,-2,-18,0,-9,-9,14,-50,4
Cc1ccc(-n2nc(C)c3c(C)c(CCC(=O)Nc4ccc(CN5CCCC5)cc4)c(C)nc32)cc1,-1,65*,4,27,8,-14,11,19,-1,68*,14
C=C(C)Cn1c(CCNC(=O)c2ccco2)nc2ccccc21,14,3,-5,12,1,-3,-2,-20,3,2,10
Cc1ccsc1/C=C1/CN(C)Cc2c1nc1ccccc1c2C(=O)O,19,17,-2,-7,-2,9,-4,-18,-10,14,6
O=C(NC1CCCC1)C(c1ccncc1)N(Cc1cccs1)C(=O)c1csnn1 (configuration not stated),13,-1,-2,-15,-7,10,1,-20,-12,13,3
COc1ccc(OCCCC(=O)NCCc2ccccc2)cc1,7,-6,-1,-10,6,3,-6,-26,-11,10,8
COc1cc(C2NC(C(=O)O)Cc3c2[nH]c2ccccc32)cc(OC)c1OC (configuration not stated),-8,-6,-2,10,-4,-8,-9,3,-23,21,-5
Cc1cc(=O)[nH]c(SCC(=O)Nc2nnc(SCc3ccccc3)s2)n1,4,4,5,10,0,2,-6,24,-3,0,-2
COc1ccc(NC(=O)CN(C2CCCCC2)S(C)(=O)=O)cc1Cl,13,-6,1,0,-4,9,-5,2,14,18,1
O=C(NCCc1ccccc1)C1CCC(=O)N(Cc2cccc(C(F)(F)F)c2)C1 (configuration not stated),-11,-4,/,9,4,-17,-4,-10,2,12,7
O=C1/C(=C/c2ccccc2F)SC(=S)N1CC(=O)N1CCCCC1c1cccnc1 (configuration not stated),20,12,-3,74*,-4,-28,-7,-16,-6,76*,-6
Fc1ccc(Cn2c(-c3cscn3)nc3ccccc32)c(Cl)c1,6,-4,-2,14,-2,-16,-5,-10,4,6,-22
COc1ccc(OC)c(N(CC(N)=O)S(=O)(=O)c2ccc(OC)c(OC)c2)c1,3,11,0,7,0,9,-8,-14,2,-4,0
CCCCCNC(=O)Cc1ccc(S(=O)(=O)N2CCOCC2)s1,10,-2,0,-6,3,-12,-6,-28,3,0,-3
COCCCNC(=O)C1CCCCN1S(=O)(=O)c1ccc(F)cc1 (configuration not stated),9,5,1,-8,-21,6,-5,-1,-14,16,-7
Cc1ccc(-c2c3c(nc4sc(C(N)=O)c(N)c24)CCCC3)o1,-2,-16,26*,45,-28,-8,-24,15,10,0,-4
O=C(NCCC1CCCCN1S(=O)(=O)c1ccccc1)C(=O)NCc1ccccn1 (configuration not stated),19,8,1,-1,-7,-12,-14,-28,0,13,0
CC(=O)c1cc(C)ccc1OC(=O)c1ccncc1,11,-4,1,9,3,-10,-21,14,-3,-1,-2
CC1=CCC(C(=O)O)(C(=O)N/N=C/c2cccs2)C(c2ccc([N+](=O)[O-])cc2)C1 (configuration not stated),7,10,2,-7,-2,2,-8,-9,-11,-5,4
CC1CCc2sc(C(=O)NCc3ccccn3)cc2C1 (configuration not stated),-283,-44,5,8,1,-11,-5,-58,-75,-262,9
O=C(Cc1ccc(Cl)cc1)Nc1ccc(-c2cc3ccccc3oc2=O)c(Cl)c1,-29,12,-3,12,0,-23,-4,-37,-1,36,0
O=[N+]([O-])c1ccc(NN=C(C2CC2)C2CC2)c([N+](=O)[O-])c1,-13,/,/,9,-5,-8,-9,19,13,3,/
Cc1ccc(S(=O)(=O)N2C[C@@H]3CCCC[C@@H]3[C@@H](C)[C@H]2c2cn(Cc3ccccc3)c3ncccc23)cc1,-10,46,/,27,11,11,-6,-8,89*,16,-5
CN1C2=CC=CC=CC2=[N+](C)C12C([N+](=O)[O-])=CC(=[N+]([O-])[O-])C=C2[N+](=O)[O-] (configuration not stated),0,70*,-2,17,-46,-16,-5,17,4,30,/
COc1cc(CN2C[C@@H](CO)O[C@@H](n3cnc4c(NCc5ccco5)ncnc43)C2)cc(OC)c1OC,12,/,/,3,2,3,-11,0,4,3,-13
CN1CC(c2ccccc2)C2(COc3ccccc3C2=O)C12C(=O)Nc1ccccc12 (configuration not stated),28,9,-2,-13,1,-3,-6,14,9,15,-6
O=C(c1c[nH]c(C(=O)N2CCN(Cc3ccccc3)CC2)c1)C1CCCCC1,13,2,2,6,-3,-4,8,-6,15,24,-6

compound,HIF-2a block,MITF TRPM1 inh,NR2E3 ag-1,CF NFkB block,PDI turbidity,KKLEB tox,CaV13 FRET inh,NR2E3 ag-2,Shn3 3UTR inh,Peg3 promoter,Vif inh
O=C(Nc1ccc2c(c1)OCCO2)NC1(C(F)(F)F)Oc2ccccc2O1,15,/,-1,14,1,0,-7,58,62,-148,?
O=C(O)c1ccc2nc(-c3ccccc3)sc2c1,78*,-25,0,14,1,2,-6,-59,20,87*,-2
O=C(NC1CCCc2ccccc21)N[C@@H](Cc1ccccc1)C(=O)O (some centres not stated),23,8,-2,-12,1,-6,-2,-26,12,15,-9
Cc1ccc(CNCCNCCO)s1,19,7,-3,15,-2,-6,-1,-13,-15,7,-6
O=C(NCCCN1CCOCC1)c1cnn2c(-c3ccccc3)cc(-c3ccccc3)nc12,-6,0,0,-52,-2,-31,-4,13,1,43,1
CCCN1CCC(=O)N(CCN=[N+]=[N-])CC1,4,9,4,1,1,-3,-4,-9,9,-11,/
Cc1ccc(-c2cc(C(F)F)n3ncc(C(=O)Nc4c(C)nn(Cc5ccccc5Cl)c4C)c3n2)cc1,-2,17,1,42,14,4,-11,2,10,34,9
C=CC[N+]1(CC(=O)NCc2ccc(NC(C)=O)cc2)CCOCC1,8,1,1,-5,0,11,-2,7,/,14,4
CCCCN(C(=O)c1oc2ccc(OCC)cc2c1C)c1c(N)n(CCCC)c(=O)[nH]c1=O,0,-1,0,18,-21,-14,-5,-15,10,-13,3
C=CCN1c2ccccc2C(=O)C(C)S1(=O)=O (configuration not stated),13,-7,/,-4,-7,6,-6,-37,-7,-6,7
Cc1ccccc1CSc1ncnc2ccccc12,-25,-16,3,-6,1,-3,-2,3,14,-29,-7
CCc1nc2sc3c(c2c(=O)n1NC(=O)CCl)CCCC3,-29,5,-1,11,5,-12,-4,19,-18,-8,-5
O=C(NNC(=O)c1cccnc1)Nc1ccc([N+](=O)[O-])cc1,8,3,-4,-4,-29,14,-3,0,-18,18,10
CS(=O)(=O)N(CC(=O)Nc1ccc2c(c1)OCO2)Cc1ccccc1,-56,-16,-1,7,-3,4,-4,-32,-16,-35,0
COc1ccc(-c2c(C)nn3c(N4CCC(C(=O)NCCN(C)C)CC4)cc(C)nc23)cc1OC,-13,-5,-1,0,1,5,-5,-16,0,-10,17
COc1cc(/C=C(\C#N)C(=O)NC(C)C)ccc1OCc1ccc(C(=O)O)cc1,1,-12,2,-26,-7,-4,-2,2,-22,2,-3
Cc1ccc(SC/C(O)=C(\C#N)c2nc3ccccc3s2)cc1,-72,3,3,44,-13,-26,-5,-14,-36,-41,-6
Cc1ccc(-n2c(-c3nn(C)c(C)c3Cl)n[nH]c2=S)cc1,10,13,14,-27,0,13,-4,-8,7,8,6
O=C(O)c1ccc(NC(=O)c2ccccc2NC(=O)c2ccccc2Cl)cc1,18,-20,1,-20,-69,-2,-22,-6,4,5,23
COc1ccccc1Nc1nc(N)nc(-c2oc3ccccc3c2C)n1,-13,-7,2,11,-3,-24,-4,-18,5,-8,-16
O=C(CCCN=C1NS(=O)(=O)c2ccccc21)OCC(=O)c1ccccc1Cl,-4,-7,-2,-1,-12,3,-4,-6,-13,8,-2
CC(C)(CN1CCN(c2ccccc2)CC1)NS(=O)(=O)c1ccccc1,1,9,4,-4,-5,-2,-2,20,4,14,6
COc1ccc(C2CC(c3cccs3)=NN2C(=O)CSc2nc(=O)n3ccccc3n2)cc1 (configuration not stated),-10,0,-3,28,-3,-5,-5,18,-12,14,-4
CS/C(=N\S(=O)(=O)c1ccc(N)cc1)NS(=O)(=O)c1cccs1,17,-4,0,10,-3,-1,/,16,-30,19,2
CCCCC1(Cc2cccc([N+](=O)[O-])c2)C(=O)N(c2ccccc2)N(c2ccccc2)C1=O,18,7,-5,-1,12,-2,-6,18,22,52*,/
CC(C)c1ccc(C(=O)N2CCCC(c3cc(C(=O)Nc4ccc5c(c4)OCO5)no3)C2)cc1 (configuration not stated),-40,/,/,4,-6,1,-9,-2,3,-27,-13
Cc1cc(C)cc(N2CN=c3s/c(=C\c4ccco4)c(=O)n3C2)c1,-3,13,-1,-4,1,7,-5,-6,17,-8,-10
CC1CC(C(F)(F)C(F)(F)F)n2nc(C(=O)O)cc2N1 (configuration not stated),11,-15,-3,8,3,2,/,-1,3,3,1
CCCN1CCCc2cc(CN)ccc21,2,40,-2,-30,3,14,-5,-8,85,-7,29
Cc1cc(C)n2nc(SCc3c(F)cccc3Cl)nc2n1,-59,-7,0,4,-7,6,-3,-35,15,-67,-8
CCN(CC(=O)Nc1c(F)cccc1F)C(=O)Cc1c[nH]c2ccccc12,-1,7,/,-11,9,7,-7,-23,-11,2,-2

Assay outcomes (PubChem)

Compounds were not picked by outcome; any-hit rate near 3.3%.
